Compound activity deposited in PubChem BioAssay by National Center for Advancing Translational Sciences (NCATS).
GAA glycogen: qHTS Assay for Inhibitors and Activators of Human alpha-Glucosidase Cleavage of Glycogen; Lysosomal alpha-glucosidase (Homo sapiens), P10253; recombinant GAA, glycogen substrate, Amplex Red glucose oxidase fluorescence; 300,000 tested, 0.38% active; Potency, µM (doses to about 76.4 µM), for the others: at the top dose activity change, negative = inhibition, most hits filed as inhibitors; AID 2100, 2009; active = well fitted inhibition curve with a large enough effect; inconclusive = small, poorly fitted or top-dose-only effect, or another doubt; inactive = no such curve, though single readings can be large or run the other way;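 also: 0% = full enzyme reaction and -100% = no-enzyme basal signal; the screen sought inhibitors and activators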
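Recombinant human alpha-glucosidase (4 nM final) hydrolysed bovine liver glycogen (30 ug) for 40 min at 37 C in pH 5.0 citrate/phosphate with 0.01% Tween-20. Released glucose detected by glucose oxidase/Amplex Red, Ex 573/Em 610 nm. Compounds up to 77 uM; AC50 from Hill fits.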
Starred values were filed as active, the others as inactive; u = inconclusive; [ ] = dose if it differs, or a comment. Potency is read from the fitted curve at half-maximal effect. These rows are one share of the data, so the mix of outcomes need not match the whole.

GAA glycogen	molecule
-14%[76.3 µM]	O=C(CSc1nnc(-c2ccccn2)o1)Nc1ccc(F)cc1
4%	CC1CCN(c2ccc3nnc(CCC(=O)NC(C)C)n3n2)CC1
2%[76.3 µM]	COc1ccc(C(=O)N(C)Cc2ccccn2)cc1OC1CCN(C(C)C)CC1
-2%	O=C(NCC1CC1)Nc1ccccc1F
-1%	O=C(O)COc1ccc(/C=N/NC(=O)c2cn(-c3ccccc3)nc2-c2ccccc2)cc1
-2%[76.3 µM]	O=C(CSc1nnc(CNC(=O)c2ccco2)o1)Nc1cccc(F)c1
5%[76.3 µM]	O=C(NCc1ccccc1Cl)C1CCCN1C(=O)NC1CCCCC1 (configuration not stated)
1%[76.3 µM]	O=C(CCCCCN1C(=O)c2cccc([N+](=O)[O-])c2C1=O)Nc1ccccc1F
-2%[76.3 µM]	CCOc1ccc(CC(=O)N/N=C/c2cccnc2)cc1OCC
0%	CC1CN(C(=O)CS(=O)(=O)Cc2ccccc2)CC(C)O1 (configuration not stated)
7%[76.3 µM]	COc1cc(NS(=O)(=O)c2cc3c(cc2C)NC(=O)CO3)cc(OC)c1
1%[76.3 µM]	Cc1cc(C(=O)Nc2cc(C(F)(F)F)ccc2N2CCOCC2)no1
0%[76.3 µM]	CCc1cc2c(NC(Cc3ccccc3)C(=O)O)nc(C)nc2s1 (configuration not stated)
-4%[76.3 µM]	CSc1ncc(CN2CCCC(C(=O)Nc3ccc(-c4ccco4)cc3)C2)cn1 (configuration not stated)
1%[76.3 µM]	COc1ccc(S(=O)(=O)N2CCCCC2)cc1NC(=O)c1ccco1
-4%[76.3 µM]	COc1ccc(Cn2c(=O)c3oc4ccccc4c3n(CC(=O)Nc3cc(C)cc(C)c3)c2=O)cc1
3%[76.3 µM]	CN1CCN(C(=O)CCCN2C(=O)/C(=C/c3cccc(Br)c3)SC2=S)CC1
13%	CC(C)C(OC(=O)CN1C(=O)COc2ccccc21)C(=O)NC1CCCCC1 (configuration not stated)
4%	Cc1ccc(S(=O)(=O)Nc2cc(C)cn(Cc3ccccc3)c2=O)cc1
-6%[76.3 µM]	CCOc1cc(S(=O)(=O)N2CCN=C2Cc2ccccc2)ccc1F
u	CC(Oc1ccc2ccc(=O)oc2c1)C(=O)NC(Cc1c[nH]c2ccc(O)cc12)C(=O)O (configuration not stated)
11%[76.3 µM]	COc1cc(C(=O)NC(C)CCc2ccccc2)cc(OC)c1OC (configuration not stated)
-1%[76.3 µM]	Cc1ccc(NC(=O)CSc2nc3ccc(NC(=O)CCc4ccccc4)cc3s2)c(C)c1
-20%[76.3 µM]	CCOc1ccc(OCC)c(NC(=O)C2CCN(S(=O)(=O)c3ccc4c(c3)CC(C)N4C(C)=O)CC2)c1 (configuration not stated)
-14%[76.3 µM]	Cc1cccc(N(C)S(=O)(=O)c2ccc(-c3cnc(C4CC4)o3)cc2)c1
-1%[76.3 µM]	COc1cccc(-n2c(SCC(N)=O)nnc2-c2ccco2)c1
0%[76.3 µM]	CNC(=O)COc1coc(CN2CCN(c3ccccc3)CC2)cc1=O
-11%[76.3 µM]	Cc1ccc(C(=O)CCC(=O)NC2CCCC(C)C2C)cc1 (configuration not stated)
6%	COC(=O)c1[nH]c2c(c1C)C(=O)CC(c1ccc(OC)c(OC)c1)C2 (configuration not stated)
-3%[76.3 µM]	COc1ccc(CCNC(=O)Nc2cc(F)c(F)cc2Cl)cc1OC
-6%[76.3 µM]	Cc1ccc(NC(=O)O/N=C/c2ccc(F)cc2)cc1
-23%[76.3 µM]	COC(=O)NCC(c1cccnc1)N1CCN(c2ccc(F)cc2)CC1 (configuration not stated)
-4%[76.3 µM]	COC(=O)[C@H](CC(C)C)NCc1cccc(CN[C@@H](CC(C)C)C(=O)OC)c1
-3%[76.3 µM]	Cc1cc(CNC(=O)c2ccc3oc(C(C)C)nc3c2)nn1C
11%	Cc1cccc(N(CC(=O)NC2CCCC2)C(=O)CCC(=O)Nc2cc(C)on2)c1
4%[76.3 µM]	CC12CC3CC(C)(C1)CC(C(O)CN1CCOCC1)(C3)C2 (configuration not stated)
19%[76.3 µM]	Cc1ccc(N2C(=O)CC(N3CCN(c4ccc(F)cc4)CC3)C2=O)c(C)c1 (configuration not stated)
0%	NS(=O)(=O)c1ccc(NC(=S)N2CCC(Cc3ccccc3)CC2)cc1
8%[76.3 µM]	CCOc1ccccc1Nc1nc(-c2cccc(Cl)c2)c2c(n1)-c1ccccc1OC2
-5%[76.3 µM]	COc1cccc2c1Oc1ncccc1N(C(=O)CCC(=O)NCc1ccccc1F)C2
-6%	COc1ccc(C(=O)OC(C)C(=O)NC(C)CCc2ccccc2)cc1OC (configuration not stated)
13%[76.3 µM]	O=C(c1ccc2c(=O)n3c(nc2c1)CCCCC3)N1CCN(c2cccc(Cl)c2)CC1
-10%[76.3 µM]	O=C(CCCl)Nc1nnc(SCC(=O)NC2CCCC2)s1
0%	COc1ccc(CCNC(=O)c2noc(C)c2[N+](=O)[O-])cc1OC
0%	CC(C)(C)c1cc(/C=N/NC(=O)C[n+]2ccccc2)cc(C(C)(C)C)c1O
3%[76.3 µM]	CC(=O)c1ccc(N2CCN(C(=O)c3c(-c4ccccc4Cl)noc3C)CC2)cc1
-8%[76.3 µM]	CC(C)CCNC(=O)C1CCN(Cc2cccc(OCc3ccccc3)c2)CC1
6%	CCOc1cc(/C=N/n2c(COc3ccccc3)n[nH]c2=S)ccc1O
6%[76.3 µM]	O=C(N/N=C(\c1ccccc1)c1ccccn1)c1ccccc1Cl
1%[76.3 µM]	O=C(NCCCn1ccnc1)/C(=C\c1ccc(Br)cc1)NC(=O)c1ccccc1F
-16%[76.3 µM]	Cc1cc(=O)oc2cc(OCC(=O)N3CCN(c4ccc(F)cc4)CC3)ccc12
-10%[76.3 µM]	O=C(O)c1ccc(-c2sc(Nc3ccccc3)n[n+]2-c2ccccc2)cc1
-8%[76.3 µM]	CC(=O)c1ccc(NC(=O)C2CCN(S(=O)(=O)c3cccnc3)CC2)cc1
10%[76.3 µM]	CCOc1ccc(Nc2nc(-c3sc(N)nc3C)cs2)cc1
-3%[76.3 µM]	O=C1CCC(C(=O)N2CCC(O)CC2)CN1CCc1ccc(Cl)cc1 (configuration not stated)
-6%[76.3 µM]	CCCc1ccc(OCCNC(=O)c2ccco2)cc1
-18%[76.3 µM]	COC(=O)c1ccc(CNC(=O)N2CCN(S(=O)(=O)c3ccc(C)cc3)CC2)cc1
1%[76.3 µM]	CCCOc1ccc(N2C(=O)CC(NCC#N)C2=O)cc1 (configuration not stated)
-1%[76.3 µM]	COc1ccccc1/C=N/NC(=O)c1cc2c(ccc3ccccc32)o1
-2%[76.3 µM]	Cn1c(CNc2ccc(F)cc2)nc2ccccc21

More compounds follow.
GAA glycogen	molecule
2%	NC(=O)c1nsc(C(=O)N(c2ccccc2)C(C(=O)NC2CCCC2)c2ccncc2)c1N (configuration not stated)
18%[76.3 µM]	CCOc1ccc(Nc2nc3c(S(=O)(=O)c4cccc(Cl)c4)nnn3c3ccsc23)cc1
u	O=C1NN(c2cccc(Br)c2)C(=O)/C1=C\c1ccccc1
-12%	CC(C)(C)c1ccc(C(=O)N2CCC(C(=O)NC3CCCCCC3)CC2)cc1
-3%[76.3 µM]	O=C(C1CCN(S(=O)(=O)c2ccc(Br)cc2)CC1)N1CCOCC1
2%	CCC[N+]1(CC#CCC(c2ccccc2)c2ccccc2)CCCCC1
-11%	O=C(CCC(=O)Nc1ccc(F)cc1)N/N=C/c1cccc(Br)c1
0%[76.3 µM]	CC(=O)N1CCC(N(Cc2ccc(C)o2)C(=O)Nc2ccccc2F)CC1
11%[76.3 µM]	CCN(CC)CCCNC(=S)N(CCCO)Cc1cc2cc3c(cc2[nH]c1=O)OCO3
-15%	COc1ccccc1N1CCN(C(=O)C2CCC(CNS(=O)(=O)c3ccc(NC(C)=O)cc3)CC2)CC1 (configuration not stated)
-11%[76.3 µM]	CC(C)n1c(SCC(=O)NC2CC2)nnc1C1CC1
-7%[76.3 µM]	Cc1cccc(CS(=O)(=O)c2ncc(Cl)c(C(=O)Nc3ccc(F)cc3)n2)c1
8%[76.3 µM]	CC(C)CCN1CCN(CCCc2ccccc2)CC1CCO (configuration not stated)
-4%[76.3 µM]	CCCNC(=O)N1[C@H](c2ccc(C)s2)[C@@H](C)C(=O)[C@@H](C)[C@@H]1c1ccc(C)s1
3%[76.3 µM]	C=CCNC(=O)CSc1nc2sc3c(c2c(=O)n1CCCOC)CCC3

Ordered by SMILES length (smallest number first): part of the list above
GAA glycogen	molecule
-2%[76.3 µM]	CCOc1ccc(CC(=O)N/N=C/c2cccnc2)cc1OCC
u	O=C1NN(c2cccc(Br)c2)C(=O)/C1=C\c1ccccc1
0%	COc1ccc(CCNC(=O)c2noc(C)c2[N+](=O)[O-])cc1OC
2%[76.3 µM]	COc1ccc(C(=O)N(C)Cc2ccccn2)cc1OC1CCN(C(C)C)CC1
-4%[76.3 µM]	COc1ccc(Cn2c(=O)c3oc4ccccc4c3n(CC(=O)Nc3cc(C)cc(C)c3)c2=O)cc1

(list continues)
GAA glycogen	molecule
-2%[76.3 µM]	Cc1ccc(C(=O)Nc2c(N)nc(SCC(=O)Nc3cc(C)on3)[nH]c2=O)cc1
17%[76.3 µM]	CCCOC(=O)N[C@@H]1C(=O)N2C(C(=O)OCCC)=C(C)CS[C@H]12
4%[76.3 µM]	CC(C)c1ccc(NC(=O)CSc2n[nH]c(=O)n2-c2cccnc2)cc1
-12%[76.3 µM]	Cc1cccc(C)c1NC(=O)CN1C(=O)COc2ccccc21
-9%	COc1ccccc1N1CCN(c2ccc3ccccc3n2)CC1
-1%[76.3 µM]	Cc1nc(-c2ccccc2)sc1-c1ccc(SCC(=O)NCc2ccccc2Cl)nn1
6%	Nc1nc(NC2CCCCC2)nc(NCCO)c1[N+](=O)[O-]
1%	Cc1cc(NC(=O)CSc2nnnn2-c2ccc(C)c(Cl)c2)no1
17%[76.3 µM]	Cc1ccc(CN2CCCOCCS2(=O)=O)cc1
-12%	Cc1cc(N)ccc1NC(=O)CN1CCCC1
1%	CCOc1ccc(NC(=O)CCC(=O)Oc2ccc(C)cc2)cc1
-1%[76.3 µM]	COc1ccccc1CC(=O)Nc1ncc(C)s1
-2%[76.3 µM]	Cc1cc(Cl)ccc1NC(=O)CN1CCCC1
1%	O=C1OC(c2ccc3c(c2)OCO3)=N/C1=C\c1ccc(C(=O)O)cc1
-12%[76.3 µM]	CN(C)CCCN(C(=O)c1ccc(C(=O)c2ccccc2)cc1)c1nc2c(F)cccc2s1
-1%[76.3 µM]	Cc1ccc(CNC(=O)Cn2ccc3cc(S(=O)(=O)N4CCCC4)ccc32)o1
0%[76.3 µM]	Cc1ccc(SCC(=O)Nc2cccc(-c3nc4cc(Cl)ccc4o3)c2C)cc1
3%[76.3 µM]	O=C(c1cc(COc2cccc(C(F)(F)F)c2)on1)N1CCC(c2ccncc2)CC1
1%[76.3 µM]	COCC1CCN(C(=O)C2CCC(=O)N(CCc3cccc(F)c3)C2)CC1 (configuration not stated)
-14%[76.3 µM]	Cc1ccc(-c2cn3c(n2)sc2cc(C(=O)NC4CCCCC4)ccc23)cc1
-10%[76.3 µM]	COc1ccc(S(=O)(=O)NC2CCCCCC2)c(OC)c1
-8%	Cc1snc(SCc2ccc(Cl)cc2)c1C#N
-4%	O=C(Nc1ccc(Cl)c(Cl)c1)N1CCOCC1
-4%[76.3 µM]	COc1ccc(-c2cc3c(=O)n(CC(=O)Nc4ccc(Cl)cc4)nc(C)n3n2)cc1
-9%[76.3 µM]	COC(=O)c1c(-c2ccc(OC)cc2)oc2ccc(-c3ccc(OC)nc3)cc12
2%[76.3 µM]	COC(=O)C1=CN(c2cc(C)cc(C)c2)C=C(C(=O)OC)C1c1cccc(F)c1
-8%[76.3 µM]	Cc1ccccc1-n1c(SCC(=O)N2CCCCC2)nc(O)cc1=O
u	O=C(Nc1nnc(S(=O)(=O)N2CCOCC2)s1)c1ccccc1Cl
9%	C=CCSc1nc2sc3c(c2c(=O)n1-c1ccccc1)CCN(C)C3
-3%[76.3 µM]	CCCCc1cc(=O)oc2cc(C)cc(OCC(=O)NCc3cccnc3)c12

In a second layout: entries from further up.
canonical_smiles | GAA glycogen
COC(=O)C1=CN(c2cc(C)cc(C)c2)C=C(C(=O)OC)C1c1cccc(F)c1 | 2%[76.3 µM]
Cc1ccccc1-n1c(SCC(=O)N2CCCCC2)nc(O)cc1=O | -8%[76.3 µM]

(listing goes on)
GAA glycogen	molecule
-8%	COc1ccccc1Cn1c(=S)[nH]c2cc(C(=O)NC(C)C)ccc2c1=O
-5%[76.3 µM]	COc1ccccc1CNC(=O)C(=O)c1cn(CC(=O)N2CCCC2)c2ccccc12
-2%[76.3 µM]	O=C(COc1ccccc1F)Nc1ccc2oc(-c3cccc(Cl)c3)nc2c1
1%[76.3 µM]	COc1ccc(OCCC(=O)Nc2ccc(S(N)(=O)=O)cc2)cc1

Pulled one by one from the list above:
GAA glycogen	molecule
-5%[76.3 µM]	COc1ccccc1CNC(=O)C(=O)c1cn(CC(=O)N2CCCC2)c2ccccc12
-2%[76.3 µM]	O=C(COc1ccccc1F)Nc1ccc2oc(-c3cccc(Cl)c3)nc2c1
1%[76.3 µM]	COc1ccc(OCCC(=O)Nc2ccc(S(N)(=O)=O)cc2)cc1
-8%	COc1ccccc1Cn1c(=S)[nH]c2cc(C(=O)NC(C)C)ccc2c1=O
